# From PubChem
# KCNK9 block: human KCNK9 channel inhibition. Q9NPC2. HEK293 KCNK9, FluxOR thallium flux fluorescence; active compounds read low. B-score at 10 µM. 310,000 tested, 1.2% active;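 active means ratio B-score over 3 SD below the library mean, with starting fluorescence within 5 SD of its mean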;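 further: negative B-score means less thallium flux so channel inhibition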
# hERG protect: hERG (human) protection from proarrhythmic block | 310,000 tested, 0.51% active | AID 1511 | CHO-hERG, FluxOR thallium flux, dofetilide IC70 present | activation (rescue from dofetilide block), less the hit threshold, % at 10 µM;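 active means activation above the mean of controls blocked by dofetilide plus 5 SD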;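 further: thallium influx through hERG after potassium depolarization seen as dye fluorescence rise; in these data hits start at about 4.7%; inactives centre near -7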
# Target sequence (Q12809 whole entry, looked up): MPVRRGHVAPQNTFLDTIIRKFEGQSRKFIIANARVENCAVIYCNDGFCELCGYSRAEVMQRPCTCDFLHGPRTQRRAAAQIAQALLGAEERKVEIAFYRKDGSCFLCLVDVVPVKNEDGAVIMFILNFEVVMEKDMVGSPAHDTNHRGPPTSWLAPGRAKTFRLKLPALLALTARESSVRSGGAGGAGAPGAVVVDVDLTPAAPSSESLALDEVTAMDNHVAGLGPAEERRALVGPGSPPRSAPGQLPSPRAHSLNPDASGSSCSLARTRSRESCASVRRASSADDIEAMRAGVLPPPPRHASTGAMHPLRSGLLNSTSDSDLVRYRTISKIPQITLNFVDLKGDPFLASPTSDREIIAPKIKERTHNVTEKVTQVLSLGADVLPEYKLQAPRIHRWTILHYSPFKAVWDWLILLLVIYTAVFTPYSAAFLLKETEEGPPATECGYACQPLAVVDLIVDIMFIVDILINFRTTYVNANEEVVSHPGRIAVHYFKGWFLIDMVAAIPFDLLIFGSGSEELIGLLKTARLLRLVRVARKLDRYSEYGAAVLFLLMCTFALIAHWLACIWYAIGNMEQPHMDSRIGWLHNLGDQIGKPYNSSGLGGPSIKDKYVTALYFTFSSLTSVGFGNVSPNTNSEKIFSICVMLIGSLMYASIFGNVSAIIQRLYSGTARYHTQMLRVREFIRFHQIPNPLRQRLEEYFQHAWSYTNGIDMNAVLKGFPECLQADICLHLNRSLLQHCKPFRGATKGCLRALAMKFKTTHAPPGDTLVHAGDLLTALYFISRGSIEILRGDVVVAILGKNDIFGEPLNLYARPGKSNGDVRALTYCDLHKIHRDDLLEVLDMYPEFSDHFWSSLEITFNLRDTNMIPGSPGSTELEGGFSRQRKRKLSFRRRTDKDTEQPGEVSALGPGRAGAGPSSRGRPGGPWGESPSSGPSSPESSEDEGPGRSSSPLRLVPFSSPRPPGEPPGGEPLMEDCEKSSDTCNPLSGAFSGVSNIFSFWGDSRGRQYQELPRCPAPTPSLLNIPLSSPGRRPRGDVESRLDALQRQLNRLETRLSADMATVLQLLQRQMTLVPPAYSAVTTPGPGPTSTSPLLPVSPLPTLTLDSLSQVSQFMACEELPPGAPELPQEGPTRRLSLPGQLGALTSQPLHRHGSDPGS
# TRPC4 agonist: activators of mouse TRPC4 channel; 310,000 tested, 0.49% active; HEK293 TRPC4beta/mu-opioid, Fluo4 calcium fluorescence; active compounds read high; Q9QUQ5; B-score at 10 µM; AID 2237;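 active means B-score above 5 SD of library B-scores, and initial fluorescence ratio not above library mean plus 5 SD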;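 further: positive B-score marks a calcium rise read as TRPC4 activation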
#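 Material: HEK293 stable line with TRPC4beta plus mu-opioid receptor; technique: Fluo4 calcium-sensitive dye fluorescence, kinetic, 1 Hz baseline; timing: Fluo4 dye loading 45 min at room temperature, 110 s recording; controls: assay buffer as low control, maximal DAMGO as high control; read-out: integrated baseline-normalised fluorescence ratio, converted to per-well B score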
# KCNQ1 act: human KCNQ1 channel potentiation or activation; CHO-K1 KCNQ1, thallium flux FluxOR fluorescence; active compounds read high; B-score at 10 µM; 310,000 tested, 0.35% active;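 active means fluorescence ratio B-score, a plate-corrected score, at least three library SD, with initial intensity B-score within 5 SD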
#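 Medium – assay buffer, equal DMSO in all wells · Material – CHO-K1 cell line with stable KCNQ1 potassium channel expression · Signal – kinetic FluxOR thallium fluorescence, 10-s 1-Hz baseline, 110-s post-stimulus read · Compound – single concentration per compound, DMSO matched to controls · Schedule – 37 °C overnight plating, 90-min dark dye load, 20-min compound pretreatment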
# KCNK3 block: human KCNK3 channel inhibition, primary screen; B-score at 10 µM; 340,000 tested, 0.84% active; CHO-KCNK3 thallium flux, FluxOR fluorescence; active compounds read low; AID 602410;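 active means B-score under library mean minus 4 SD, starting fluorescence ratio at most library mean plus 5 SD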;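 further: more negative B-score means stronger inhibition of thallium flux through KCNK3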
# KCNQ1 inh: blocks the human KCNQ1 potassium channel; P51787; CHO-K1 KCNQ1, FluxOR thallium flux fluorescence; active compounds read high; B-score at 10 µM; 310,000 tested, 1.3% active; AID 2642;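 active means compounds whose thallium flux B-score, printed positive for inhibition, exceeds three library SD while starting fluorescence stays within three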;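 further: channel opened by potassium depolarization with thallium stimulus after 20 min compound exposure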
# DYRK1A inh: blocks rat Dyrk1A kinase activity | Q63470 | ADP-Glo luminescence, NFATc1 peptide | inhibition, % at 12.5 µM | 310,000 tested, 0.43% active | AID 504441; in the data active means inhibition above about 50%;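 further: plate controls were vehicle with enzyme for no effect and no enzyme for full effect; many of its hits are not listed in these tables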
# TRPC4 potent: TRPC4 (mouse) allosteric potentiation | Q9QUQ5 | HEK293 TRPC4beta/mu-opioid, DAMGO EC20, Fluo-4 Ca2+ flux; active compounds read high | B-score at 10 µM | 310,000 tested, 0.42% active;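 active means B-score of calcium response area above 5 SD of library B-scores, with initial fluorescence ratio within 5 SD of library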;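 further: B-score of integrated fluorescence ratio over time as area under calcium response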
# TRPC4 block: TRPC4 (mouse) channel inhibition. Q9QUQ5. HEK293 TRPC4beta/mu-opioid, DAMGO-evoked Fluo4 calcium flux; active compounds read low. B-score at 10 µM. 300,000 tested, 0.39% active. AID 2247;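 active means B-score over 3 SD under the library average, no early fluorescence shift, positive overall ratio signal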
#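 Assay system: Stable TRPC4beta/mu-opioid receptor HEK293 cells | Reagent: DAMGO in two steps, submaximal then maximal | Compound dosing: Single concentration per test compound | Signal: Fluo4 Ca2+ flux fluorescence | Evaluation: Per-well B score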
# PolyA inh: yeast polyadenylation inhibition; calls only at 12 µM; 300,000 tested, 0.02% active; S. cerevisiae SKY197-pL101 polyadenylation reporter, beta-gal luminescence; efflux-impaired pdr1/pdr3 knockout yeast; score 100 = 6 SD above DMSO;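 active means lowest replicate activity score at least 50, where 100 means six control SD above control mean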;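 further: yeast exposed to compound for 9 h at 30 °C; higher score means more reporter readthrough which indicates perturbed polyadenylation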
# Platelet DG rel: platelet dense granule release activity; inhibition, %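 (compounds screened at 7.5 µM in platelet-rich plasma)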; AID 1663; human platelet-rich plasma, SFLLRN dense granule ATP release, luminescence; 300,000 tested, 0.22% active;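 active means mean replicate score, as percent of positive control, at or above 50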
# Numbers without * were called inactive; i = inactive; . = no result given. Some of the compounds tested (hit frequency here may not be typical).
SMILES,KCNK9 block,hERG protect,TRPC4 agonist,KCNQ1 act,KCNK3 block,KCNQ1 inh,DYRK1A inh,TRPC4 potent,TRPC4 block,PolyA inh,Platelet DG rel
Cc1ccc(C)c(OCCCC(=O)Nc2ccc(N3CCOCC3)cc2)c1,i,-8.6,i,i,.,i,.,i,i,i,1.4
Cn1cc(P(=S)(N2CCOCC2)N2CCOCC2)cc1P(=S)(N1CCOCC1)N1CCOCC1,i,-4.0,i,i,i,i,3.1,i,i,i,0.4
Cc1ccc(N(CC(=O)NCc2ccc3c(c2)OCO3)S(=O)(=O)c2c(C)noc2C)cc1,i,-11.3,i,i,i,i,-2.6,i,i,i,-1.0
COc1ccccc1-c1nc(-c2ccc(C)nc2OC)no1,i,-10.2,i,i,i,i,-6.5,i,i,i,9.7
CSc1ccc(S(=O)(=O)N2CCC(C(=O)Nc3ccc(C(N)=O)cc3)CC2)cc1,i,-6.3,i,i,i,i,-4.4,i,i,i,8.3
CCC(C)N(C(=O)Cn1cnc2c1c(=O)n(C)c(=O)n2C)C1CCS(=O)(=O)C1 (stereo not given),i,-17.7,i,i,i,i,2.2,i,i,i,-2.6
O=C(Nc1ccc2c(c1)C(=O)OC2)c1ccc(Cl)cc1,i,-7.5,i,i,i,i,-5.7,i,i,i,-15.7
N#CC1=C(N)OC2=C(C(=O)CCC2)C1CCc1ccccc1 (stereo not given),i,-5.3,i,i,i,i,-2.6,i,i,i,3.5
CC(C)CCNC(=O)C(c1cccnc1)N(Cc1ccccc1)C(=O)Cn1nnc2ccccc21 (stereo not given),i,-3.0,i,i,i,i,-5.2,i,i,i,6.7
O=C(Oc1cccnc1)c1ccco1,i,2.8,i,i,i,i,-1.8,i,i,i,3.7
Cc1c(N2C(=O)/C(=C/C3CC=CCC3)SC2=S)c(=O)n(-c2ccccc2)n1C (stereo not given),i,-1.0,i,i,i,i,.,i,i,i,6.8
COc1ccc(N2C(=O)CC(Sc3nc4c(cc3C#N)CCC4)C2=O)cc1 (stereo not given),i,-11.6,i,i,i,i,-2.7,i,i,i,1.0
Cc1ccc(N2C(=O)C3C4C=CC(CNC(=S)N5CCN(c6cccc(C)c6)C(C)C5)(O4)C3C2=O)cc1 (stereo not given),i,-9.2,i,i,i,i,-0.9,i,i,i,12.9
CCCc1cc(=O)oc2cc(C)cc(OC(=O)c3ccco3)c12,i,-5.8,i,i,i,i,1.3,i,i,i,3.3
COc1ccc(C2=NS(=O)(=O)N(C)C(C(=O)N3C(C)CCCC3C)=C2)cc1 (stereo not given),i,-12.3,i,i,i,i,0.9,i,i,i,-1.8
O=C(CSc1nc2ccccc2c(=O)n1CCC(=O)N1CCCCC1)NCc1ccccc1,i,-21.1,i,i,i,i,-0.5,i,i,i,-3.0
COc1ccc(C2C(C(C)=O)=C(O)C(=O)N2c2ccccn2)cc1 (stereo not given),i,0.0,i,i,i,i,-1.5,i,i,i,-4.6
O=c1[nH]c(CSc2nnc(NCCCN3CCOCC3)s2)nc2cc(Cl)ccc12,i,-13.2,i,i,i,i,-4.7,i,i,i,-7.1
CC(C)(C)CC(=O)Nc1nnc(-c2cccs2)s1,i,-3.0,i,i,i,i,-1.7,i,i,i,4.9
CCOC(=O)C1CCN(C(=O)c2n[nH]c(=O)c3ccccc23)CC1,i,-4.0,i,i,i,i,.,i,i,i,.
COc1ccc(COCCN2CCN(S(=O)(=O)c3ccc(C)cc3)CCC2=O)cc1,i,-5.7,i,i,.,i,.,i,i,i,0.5
COc1ccc(C)cc1S(=O)(=O)N1CCN(S(=O)(=O)c2cc(C)ccc2OC)C(C)C1 (stereo not given),i,-11.0,i,i,i,i,13.2,i,i,i,-2.7
S=C1SCN(CCN2CCOCC2)CN1Cc1ccccc1,i,-13.5,i,i,i,i,2.9,i,i,i,3.3
CCCc1cc(-n2cnc3ccccc32)n2c(nc3ccccc32)c1C#N,i,-10.8,i,i,i,i,5.7,i,i,i,1.1
Cc1nc(SCC#N)c2c3c(sc2n1)CCC3,i,-5.2,i,i,i,i,2.9,i,i,i,10.8
O=c1c2ccccc2ncn1Cc1ccccc1,i,-7.8,i,i,i,i,.,i,i,i,-6.6
O=C(NCCCNc1ccc([N+](=O)[O-])cc1Cl)c1ccccc1F,i,-10.8,i,i,i,i,14.2,i,i,i,-2.5
Cc1cccc(NC(=S)NCCc2ccccc2)n1,i,-7.0,i,i,i,i,2.4,i,i,i,3.0
Cc1nc(-c2cccc(NS(=O)(=O)c3ccccc3)c2)cs1,i,-8.4,i,i,i,i,7.7,i,i,i,0.0
N=C1SCC(=O)N1c1ncc(Cc2cccc(Cl)c2)s1,i,-10.1,i,i,i,i,1.9,i,i,i,-12.7
Cc1onc(-c2ccccc2Cl)c1C(=O)NCc1ccccn1,i,-8.2,i,i,i,i,7.6,i,i,i,-3.9
CCOC(=O)c1cnc2nc(SCc3ccccc3Cl)[nH]n2c1=O,i,-5.0,i,i,i,i,.,i,i,i,3.8
CCNC(=S)SCCOc1ccc(C)cc1,i,-5.5,i,i,i,i,-4.9,i,i,i,6.3
CCCN(CC1CC1)C(=O)COc1ccccc1C(=O)NCc1ccccc1,i,-30.4,i,i,i,i,1.0,i,i,i,3.2
CC(C)c1ccc(C2NC(C(=O)O)CS2)cc1 (stereo not given),i,-7.1,i,i,i,i,0.6,i,i,i,-4.1
CCOC(=O)C1CCN(C(=O)c2cc(COc3ccc(F)cc3F)on2)CC1,i,-8.3,i,i,i,i,.,i,i,i,2.2
Cc1ccc2oc(C(=O)NCCCN3CCOCC3)c(C)c2c1,i,-3.2,i,i,i,i,4.3,i,i,i,-0.2
CCOC(=O)c1ccc(N2CCN(C(=O)c3ccccc3)CC2)c(NC(=O)c2ccco2)c1,i,-9.1,i,i,i,i,-4.4,i,i,i,30.2
CCOc1ccc(-n2ccc(=O)c(C(=O)Nc3ccc(S(=O)(=O)Nc4nccs4)cc3)n2)cc1,i,-8.7,i,i,i,i,-1.3,i,i,i,0.0
Cn1nccc1NS(=O)(=O)c1ccc(NC(=O)C(F)(F)F)cc1,i,-11.1,i,i,i,i,2.9,i,i,i,-5.0
CC1CCN(S(=O)(=O)c2ccc3c(ccn3CC(=O)O)c2)CC1,i,-8.6,i,i,i,i,-5.9,i,i,i,-0.8
CCC(C(=O)OCC(=O)Nc1ccc(C(=O)Nc2ccc(OC)cc2)cc1)c1ccccc1 (stereo not given),i,-3.8,i,i,i,i,-3.0,i,i,i,-1.9
Cc1cc(C(=O)CN2C(=O)NC(c3ccccc3)(c3ccccc3)C2=O)c(C)n1Cc1ccco1,i,-9.2,i,i,i,i,-1.8,i,i,i,2.0
Cc1ccc(-c2nc3ncccc3o2)cc1NC(=O)c1cccs1,i,-5.0,i,i,i,i,-2.5,i,i,i,2.3
COC(=O)c1ccccc1OC(=O)c1cc2ccccc2oc1=O,i,-7.9,i,i,i,i,.,i,i,i,-1.9
CN(C)CC1CCCCC1OC(=O)c1ccc(Cl)cc1Cl (stereo not given),i,-10.7,i,i,i,i,8.4,i,i,i,13.0
Cc1ccc(C)c(NC(=O)CCC(=O)N/N=C/c2ccc[nH]2)c1,i,-15.5,i,i,i,i,-5.5,i,i,i,11.3
COc1ccc(O)c(C(=O)c2cnn(-c3ccccn3)c2)c1,i,-16.9,i,i,i,i,.,i,i,i,0.4

# Another view of four compounds above:
SMILES	KCNK9 block	hERG protect	TRPC4 agonist	KCNQ1 act	KCNK3 block	KCNQ1 inh	DYRK1A inh	TRPC4 potent	TRPC4 block	PolyA inh	Platelet DG rel
Cn1nccc1NS(=O)(=O)c1ccc(NC(=O)C(F)(F)F)cc1	i	-11.1	i	i	i	i	2.9	i	i	i	-5.0
CC1CCN(S(=O)(=O)c2ccc3c(ccn3CC(=O)O)c2)CC1	i	-8.6	i	i	i	i	-5.9	i	i	i	-0.8
CCC(C(=O)OCC(=O)Nc1ccc(C(=O)Nc2ccc(OC)cc2)cc1)c1ccccc1 (stereo not given)	i	-3.8	i	i	i	i	-3.0	i	i	i	-1.9
Cc1cc(C(=O)CN2C(=O)NC(c3ccccc3)(c3ccccc3)C2=O)c(C)n1Cc1ccco1	i	-9.2	i	i	i	i	-1.8	i	i	i	2.0

# Next section.
SMILES,KCNK9 block,hERG protect,TRPC4 agonist,KCNQ1 act,KCNK3 block,KCNQ1 inh,DYRK1A inh,TRPC4 potent,TRPC4 block,PolyA inh,Platelet DG rel
CCOC(=O)C1=C(C)N(C)C(=O)NC1c1c(OC)ccc2ccccc12 (stereo not given),i,-3.1,i,i,i,i,-5.7,i,i,i,-13.7
CCc1n[nH]c2c1/C(=N\O)CC(C)(C)C2,i,-0.6,i,i,i,i,10.4,i,i,i,0.9
CCOC(=O)/C(C#N)=C1/C=CN(c2ccccc2)C=N1,i,-3.9,i,i,i,i,-6.8,i,i,i,7.5
CCCCCn1c(=O)c(C(=O)OCC)c(Cl)c2ccccc21,-8.35*,-2.2,i,i,i,i,.,i,i,i,3.7
C[C@H](NC(=O)Nc1ccccc1F)C(=O)O,i,-9.9,i,i,i,i,5.5,i,i,i,-7.9
CC(C)CSc1nc2ccccc2n1CC(=O)O,i,-5.1,i,i,i,i,-5.7,i,i,i,-2.7
COc1ccc(C(C)=O)cc1COC(=O)c1cc2ccccc2cc1O,-14.9*,-9.3,i,i,-13*,i,1.2,i,i,i,13.1
O=C(Nc1ccc(Cl)c(Cl)c1)N1CC=CCC1,i,-2.7,i,i,i,i,3.3,i,i,i,-3.6
Cc1cc(C)cc(NC(=O)C2CCCN(c3nccc(C)n3)C2)c1 (stereo not given),i,-8.2,i,i,i,i,.,i,i,i,0.0
Cc1ccccc1N1CCN(C(=O)c2ccccc2NC(=O)/C=C\C(=O)O)CC1,i,-11.0,i,i,i,i,0.8,i,i,i,20.3
NC(=O)c1ccccc1NC(=O)C(c1ccccc1)c1ccccc1,i,-5.2,i,i,i,i,9.2,i,i,i,-14.0
CC(C)Sc1nc(N2CCCC2)c2c(c1C#N)CC(C)(C)OC2,i,-9.4,i,i,-10*,i,-1.9,i,i,i,6.0
Nc1ccccc1SC/C=C/CSc1ccccc1N,i,-4.8,i,i,i,i,4.2,i,i,i,4.4
c1ccc(CN2CCN(c3nc(-c4ccccc4)nc4ccccc34)CC2)cc1,-16.8*,-9.4,i,i,i,i,-6.2,i,i,i,-3.9
CCNC(=S)N(Cc1ccccc1)Cc1nc2ccccc2c(=O)[nH]1,i,-13.6,i,i,i,i,7.4,i,i,i,7.8
